Assay outcomes: PubChem, several laboratories
HIV peptide binding: inhibitors of HIV fusion peptide binding, primary screen, biochemical, uHTS, fluorescence dequenching (AID 1986). cell-free peptide binding, fluorescence dequenching, 30 min; higher % means a stronger effect. inhibition, % at 20 µM, or IC50 in µM where a hit was titrated. hit rate 0.3% among 290,000; in the data active means inhibition mostly above about 52%, no sharp cut-off; inactive means mostly below about 76%; further: some results filed as inactive read as strong as hits
Siah-1 displacement: Siah-1 peptide-binding antagonists, primary screen, biochemical, fluorescence polarization, rhodamine-plectin, uHTS (AID 1817). hit rate 0.02% among 290,000. Siah-1 / rhodamine-plectin peptide fluorescence polarization; higher % means a stronger effect. displacement, % at 20 µM; hits with a dose series show IC50 in µM. E3 ubiquitin-protein ligase SIAH1 (Homo sapiens);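 active means displacement of at least 50% at 20 µM, with a fluorescence ratio check between 0.3 and a set limit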;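 further: plate controls were Siah plus tracer with DMSO for no effect and tracer alone without Siah for full effect; strong numbers were not always called active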
MgcRacGAP inhibition: MgcRacGAP GTPase-activating activity inhibitors, confirmation, biochemical, ADP Hunter fluorescence; Rac GTPase-activating protein 1 (Homo sapiens); AID 624330, 2012; MgcRacGAP-stimulated Rac1 GTP hydrolysis, ADP Hunter fluorescence; higher % means a stronger effect; GST-tagged Rac1 F28L mutant substrate; one-dose inhibition, % at 30 µM; IC50 in µM for titrated hits; hit rate 0.6% among 340,000;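 active means first-screen hits whose inhibition reached a set limit at any dose in the follow-up dose series; inconclusive means inhibition above the set first-screen limit but never retested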;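 further: fluorescence reports GDP produced by GAP-driven GTP hydrolysis; strong numbers were not always called active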
Myeloid diff 2: induction of myeloid progenitor differentiation, primary screen, cell-based, flow cytometry, MLPCN library; AID 624256, 2012; ER-HoxA9 myeloid progenitors, lysozyme-GFP differentiation; calls only at 10 µM; hit rate 1% among 360,000;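 active means normalized GFP-positive differentiation at or above the plate's own cutoff, the solvent-only control mean plus 3 SD; inconclusive means no clear call, values can overlap the other calls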;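 further: cells exposed to compound for four days before flow analysis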
PhoP inhibition: inhibitors of PhoP regulon expression, primary screen, Salmonella Typhimurium, GFP reporter (AID 1863). S. Typhimurium PhoP-regulated promoter GFP reporter, 4 h; higher % means a stronger effect. one-dose inhibition, % at 50 µM; IC50 in µM for titrated hits. hit rate 0.16% among 300,000;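 active means inhibition over 29.93%, a cutoff 3 SD above the screen mean, later confirmed by dose response; inconclusive means inhibition over 29.93% but no dose response follow-up; inactive means inhibition at most 29.93% or unconfirmed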;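 further: 0% = low Mg2+ inducing control and 100% = high Mg2+ repressing control; strong numbers were not always called active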
GPR55 antagonists: GPR55 antagonists blocking LPI-driven arrestin recruitment, primary screen, imaging, U2OS, beta-arrestin-GFP, LPI agonist (AID 2013); one-dose inhibition, % at 10 µM; IC50 in µM for titrated hits; G-protein coupled receptor 55 (Homo sapiens); hit rate 0.13% among 290,000; U2OS GPR55 beta-arrestin-GFP translocation imaging, LPI antagonism; higher % means a stronger effect;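 active means spots per cell inhibited over 60%, with over 100 cells counted and total cytoplasm intensity under 500,000; inconclusive means wells with under 100 cells, flagged as likely toxic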;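 further: U2OS cells stably carrying GPR55 and arrestin-GFP stimulated by 5 µM LPI near EC80; imaged beta-arrestin-GFP aggregate spots per cell after agonist stimulation; plate controls were LPI-stimulated DMSO wells for no effect and DMSO wells without LPI for full effect; some results filed as inactive read as strong as hits; confirmed hits need IC50 under 10 µM and bright autofluorescent wells are also inconclusive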
GPR35 arrestin U2OS: GPR35 antagonists blocking zaprinast-driven arrestin recruitment, primary screen, imaging, U2OS, beta-arrestin-GFP, zaprinast agonist (AID 2058) | hit rate 0.052% among 290,000 | U2OS GPR35 beta-arrestin-GFP translocation imaging, zaprinast antagonism; higher % means a stronger effect | inhibition, % at 10 µM; hits with a dose series show IC50 in µM;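 active means inhibition of at least 50% with at least 30 cells and total cytoplasm GFP at most 10,000,000; inconclusive means under 30 cells or total GFP of 10,000,000 plus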
LYP inhibition: inhibitors of LYP phosphatase, biochemical, fluorescence intensity, uHTS (AID 1779); hit rate 0.054% among 290,000; recombinant LYP phosphatase, fluorescence intensity; higher % means a stronger effect; one-dose inhibition, % at 11.5 µM; IC50 in µM for titrated hits; in the data active means inhibition above about 50%;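 further: plate controls were vehicle with enzyme for no effect and no enzyme for full effect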
NTR1 ag: agonists of NTR1, primary screen, imaging, U2OS cells, beta-arrestin-GFP, high content (AID 493036); Neurotensin receptor type 1 (Homo sapiens), P30989; NTR1-U2OS beta-arrestin-GFP spot imaging, agonist mode; activation, % at 20 µM; hit rate 0.17% among 330,000;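 active means activation at or above 40% of the spot to cytoplasm intensity ratio, with at least 20 cells analyzed; inconclusive means wells under 20 cells, flagged as cytotoxic or low count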;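 further: 0% = DMSO without peptide and 100% = 100 nM NTR1 peptide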
Target sequence (P30989 whole entry, looked up): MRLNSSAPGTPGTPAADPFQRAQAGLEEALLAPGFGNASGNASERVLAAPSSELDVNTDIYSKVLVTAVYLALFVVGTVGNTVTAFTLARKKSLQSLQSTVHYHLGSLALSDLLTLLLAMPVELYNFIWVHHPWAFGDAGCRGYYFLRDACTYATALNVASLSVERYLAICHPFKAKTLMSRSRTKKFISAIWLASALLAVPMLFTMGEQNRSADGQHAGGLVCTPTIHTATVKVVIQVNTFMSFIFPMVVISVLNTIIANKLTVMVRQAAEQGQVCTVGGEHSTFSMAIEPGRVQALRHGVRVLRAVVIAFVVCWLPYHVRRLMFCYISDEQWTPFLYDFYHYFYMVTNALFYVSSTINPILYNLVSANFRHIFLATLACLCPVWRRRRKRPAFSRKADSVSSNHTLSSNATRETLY
NTR1 ag cell count 20 µM: second read-out of NTR1 ag, no call of its own (marks repeat the call); cell count; measured here: cell count, cytotoxicity flag
Myeloid diff 2 GFP+ MAC1+ %: further read-out of Myeloid diff 2, marked with its call; GFP+ MAC1+ double positive, %; measured here: differentiation confirmed by MAC1 staining
The depositor's hits bear a star; i = inactive; u = inconclusive; x = not tested or not shown; + = active, no number.

smiles	HIV peptide binding	Siah-1 displacement	MgcRacGAP inhibition	Myeloid diff 2	Myeloid diff 2 GFP+ MAC1+ %	PhoP inhibition	GPR55 antagonists	GPR35 arrestin U2OS	LYP inhibition	NTR1 ag	NTR1 ag cell count 20 µM
CC(C)Cc1nc2ccccc2n1CCc1ccccc1	-0.1%	3%	7%	i	0.6	4%	8%	6%	-4%	-0.4	76
CCN(CC)S(=O)(=O)c1cc([N+](=O)[O-])ccc1N1CCC(C(N)=O)CC1	-0.3%	-2%	13%	i	0.2	0%	3%	14%	-7%	0.9	66
CC1CCC(=NNC(=O)Cc2cccn2C)CC1 (configuration not stated)	-2.2%	10%	1%	i	0.3	-5%	15%	0%	-7%	0.3	40
CC(Oc1ccccc1)C(=O)Nc1nc2c(s1)C(=O)CC(C)(C)C2 (configuration not stated)	-0.7%	0%	14%	i	1.1	-1%	7%	6%	-1%	0.0	54
Cc1nn(C)c(C)c1C1C(C#N)=C(N)OC2=C1C(=O)CC(C)(C)C2 (configuration not stated)	-5.0%	-3%	2%	i	0.8	7%	2%	6%	-4%	1.8	78
Cc1ccc2nc(C)cc(C(=O)N3CCCC(N4CCN(c5ccccc5C)CC4)C3)c2c1 (configuration not stated)	-0.1%	4%	10%	i	0.4	2%	7%	-6%	-5%	2.0	66
CCOC(=O)Cc1csc(NC(=O)c2cccc([N+](=O)[O-])c2)n1	-1.3%	-1%	15%	i	0.5	-14%	0%	9%	-2%	0.5	53
Cc1cc(CNC(=O)COC(=O)Cn2[nH]c(=O)c3ccccc3c2=O)cc(C)c1O	x	x	3%	i	1.2	-3%	x	x	x	2.3	60
CN(C)S(=O)(=O)N1CCC(Oc2ccc(C(=O)NC3Cc4ccccc4C3)cc2)CC1	-0.7%	10%	4%	i	1.9	4%	7%	-8%	-5%	1.6	73
O=C(CCc1ccccc1)Nc1ccccc1C(F)(F)F	0.5%	3%	9%	i	0.3	-1%	-22%	16%	-3%	-1.8	88
OCCOCCn1c(C2CCCN2c2nc(-c3ccc(F)cc3)cs2)nc2cc(C(F)(F)F)ccc21 (configuration not stated)	x	x	8%	i	3.5	2%	x	x	x	12	84
Cc1nc(Nc2ccc(S(=O)(=O)N3CCCCC3C)cc2)c2nnn(Cc3ccccc3)c2n1 (configuration not stated)	-2.7%	4%	8%	+	1.9*	2%	15%	-2%	5%	9.9	73
CCN(CC)c1ccc(NC(=O)c2ccccc2F)cc1	-2.6%	0%	u	i	0.7	-3%	-18%	-11%	-10%	0.1	57
S=c1[nH]nc(CCSCc2ccccc2)n1-c1ccccc1	-2.3%	0%	11%	i	0.5	1%	4%	2%	-5%	1.1	70
O=C(c1ccc(Br)o1)N(Cc1ccccc1)Cc1ccccc1	-1.4%	-2%	3%	i	1.3	2%	1%	3%	-7%	6.2	97
NNC(=O)c1cc2c(N3CCC(Cc4ccccc4)CC3)ncnc2s1	-2.7%	0%	9%	+	32*	4%	8%	-15%	8%	5.0	46
CCCCC(=O)Oc1cc(C)[nH]c(=O)c1[N+](=O)[O-]	-2.0%	4%	6%	i	0.2	5%	5%	5%	-8%	1.5	77
Cc1ccc2cc(C)c3nnc(SCC(=O)c4cccs4)n3c2c1C	-2.4%	1%	4%	i	0.8	12%	-2%	-4%	3%	0.5	64
CC(C)CCN(C(=O)CNC(=O)c1cccs1)C(C(=O)NC1CCCCC1)c1cccnc1 (configuration not stated)	0.9%	-1%	-2%	i	0.5	-1%	4%	-2%	2%	0.6	53
CCOC(=O)C(NC(=O)NCc1cccc(C(F)(F)F)c1)(OCC)C(F)(F)F (configuration not stated)	-0.5%	4%	3%	i	0.7	-5%	-4%	2%	0%	1.3	62
Cc1cc(-c2ccccc2)nc(N(C)NC(=O)c2cccc(C(F)(F)F)c2)c1S(C)(=O)=O	6.5%	-4%	8%	i	0.5	9%	9%	24%	-7%	1.6	50
O=S1(=O)c2ccccc2C(CCO)N1Cc1ccccc1 (configuration not stated)	0.1%	8%	3%	i	2.1	2%	3%	-1%	-7%	2.0	46
COc1cccc(C(=O)OCCCOC(=O)c2cccc(OC)c2OC)c1OC	2.6%	5%	8%	i	0.0	-1%	-2%	2%	-7%	0.8	70
CCN(CC)CCCN(Cc1cc2cc3c(cc2[nH]c1=O)OCO3)C(=S)Nc1ccccc1	-0.4%	0%	9%	i	0.1	-1%	4%	12%	-8%	0.7	82
COc1ccccc1N1CCN(S(=O)(=O)/C=C/c2ccccc2)CC1	-2.5%	-2%	10%	x	x	2%	-15%	14%	-6%	1.4	47
Cc1ccc(NC(=O)C2CCCN(S(=O)(=O)c3ccc4c(c3)oc(=O)n4C)C2)nc1 (configuration not stated)	-1.6%	-3%	11%	i	2.7	12%	-8%	-14%	-1%	-2.2	60
NS(=O)(=O)c1ccc(Oc2ccc(S(N)(=O)=O)cc2)cc1	1.9%	-2%	-3%	i	0.1	1%	-4%	-9%	-11%	1.6	46
CCc1c(C#N)c(SCCC(=O)Nc2ccc(C)cc2)nc2c1C(=O)CC(C)(C)C2	-1.4%	-6%	10%	i	0.6	13%	1%	11%	-4%	-1.4	45
Cc1ccc(C(=O)Nc2sc(C(=O)N(C)C)c(C)c2C#N)cc1	2.1%	-5%	6%	i	0.3	0%	-3%	-3%	-12%	1.3	76
O=C(CCNC(=O)c1ccc([N+](=O)[O-])cc1)Nc1ccc(F)cc1F	-1.6%	-1%	4%	i	0.5	7%	-7%	26%	-10%	-0.2	95
C/C(=N\NC(=O)c1cccc(S(=O)(=O)N2CCCC2)c1)c1ccc(OCC(=O)N(C)C)cc1	x	x	0%	i	0.7	6%	x	x	x	-0.8	55
Cc1nn(CC(=O)Nc2ccc(N(C)C)cc2)c(C)c1[N+](=O)[O-]	-3.3%	-4%	u	i	0.3	2%	6%	6%	-4%	-1.5	47
O=C(COC(=O)c1ccncc1)c1ccccc1	-1.1%	4%	1%	i	0.8	-1%	7%	13%	-1%	2.8	73
CSCCC(NC(=O)COc1ccccc1)C(=O)N(C)CC(=O)Nc1c(C)cccc1C (configuration not stated)	x	x	5%	i	0.4	-1%	x	x	x	-0.9	82
O=C(C[n+]1cc(-c2ccc(Cl)cc2)n2c1CCC2)N1c2ccccc2Sc2ccccc21	-1.3%	-6%	15%	i	0.2	18%	8%	-2%	-2%	0.7	64
COc1ccc(CC(=O)Nc2sccc2C#N)cc1S(=O)(=O)N1CCOCC1	x	x	4%	i	0.3	3%	x	x	x	0.7	43
Cc1ccccc1S(=O)(=O)Cc1ccc(C(=O)NC(C)c2ccc3c(c2)OCCO3)o1 (configuration not stated)	0.1%	2%	6%	i	1.6	1%	-5%	-15%	-13%	0.3	51
CC(C)Oc1ccc(C2CC(=O)N(c3ccc(N(C)C)cc3)C2=O)cc1 (configuration not stated)	-0.2%	0%	-1%	i	0.7	-6%	5%	-1%	-5%	0.8	50
COCCCNC(=O)C1CCN(C(=O)c2cc3sccc3n2Cc2ccc(F)cc2)CC1	-0.1%	1%	4%	i	5.1	-5%	9%	-3%	-7%	1.1	52
C/C(=N\NC(=O)c1cccc2ccccc12)c1ccccn1	2.1%	-6%	8%	u	x	x	28%	-21%	-7%	1.0	74
CC(NC(=O)CSCc1ccc(Br)cc1)c1ccccc1 (configuration not stated)	-0.7%	3%	3%	i	0.4	4%	4%	-5%	0%	0.8	73
O=C(Oc1coc(CSc2ncccn2)cc1=O)c1cccc([N+](=O)[O-])c1	2.0%	0%	8%	i	0.2	7%	8%	-12%	-8%	4.2	49
Cc1cccc(-c2n[nH]c(S(C)(=O)=O)c2C#N)c1	0.8%	10%	15%	i	1.0	-2%	-1%	-11%	-3%	-1.4	51
Cc1ccc(NC(=O)CSc2nc(C)c(C)c(C)n2)c([N+](=O)[O-])c1	-0.7%	18%	6%	i	0.5	-8%	-2%	10%	-2%	3.7	49
O=C(COC(=O)c1ccc[nH]c1=O)Nc1ccc(S(=O)(=O)N2CCCC2)cc1	-1.3%	5%	11%	i	0.6	0%	-3%	1%	-2%	-0.1	65
CCCCc1nnc(NC(=O)CCc2ccccc2)s1	-0.1%	-6%	0%	i	0.4	-3%	21%	-1%	-8%	1.1	59
COc1cc(/C=N/Nc2ccccn2)ccc1O	-1.9%	-6%	u	i	0.1	3%	-1%	-5%	-2%	1.7	57
CCCCN(C)Cc1c(C)[nH]c2ccc(Cl)cc2c1=O	-0.6%	-5%	5%	i	1.3	0%	3%	20%	-10%	-0.5	65
Cc1ccc(CNCC2CCCO2)o1 (configuration not stated)	-2.0%	0%	4%	i	0.5	-4%	5%	3%	-2%	-1.5	86
